# DDE Tn6 FP inh: disrupts Tn6 cyclic peptide binding to fibrin D-Dimer-E complex. Fibrin DD(E) TRITC-Tn6 fluorescence polarization displacement. actives 0.21% (n = 370,000). P02675. inhibition, % at 8.3 µM;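 active = inhibition above a per-campaign cutoff: mean of compounds within control limits plus 3 SD, cut at about 15% in these data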;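 also: 0% = median of all compound wells on the plate and 100% = blocking peptide control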
# ASAP1 GAP inh: blocks human ASAP1-stimulated Arf1 GTP hydrolysis. Q9ULH1. GDP FP detection. inhibition, % at 16.5 µM. actives 0.19% (n = 360,000). AID 624377; in the data active = inhibition above about 25%;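 also: 0% = vehicle with enzyme and substrate and 100% = no enzyme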
# Target sequence (Q9ULH1 325-724 limits assumed): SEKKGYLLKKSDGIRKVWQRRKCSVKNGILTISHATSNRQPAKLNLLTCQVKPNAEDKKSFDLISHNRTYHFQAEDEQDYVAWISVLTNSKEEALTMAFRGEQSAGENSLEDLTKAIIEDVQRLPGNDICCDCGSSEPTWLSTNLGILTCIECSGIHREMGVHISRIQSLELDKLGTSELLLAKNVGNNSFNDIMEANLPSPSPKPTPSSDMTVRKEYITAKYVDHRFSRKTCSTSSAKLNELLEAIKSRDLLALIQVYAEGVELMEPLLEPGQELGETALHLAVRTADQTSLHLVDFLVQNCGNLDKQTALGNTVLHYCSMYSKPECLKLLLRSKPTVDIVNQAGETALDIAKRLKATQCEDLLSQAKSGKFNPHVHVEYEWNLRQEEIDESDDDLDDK
# ARFGAP1 inh: inhibitors of rat ARFGAP1. Q62848. Arfgap1-stimulated ARF1 GTP hydrolysis, GDP FP detection. inhibition, % at 16.5 µM. actives 0.26% (n = 360,000). AID 651572;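 active = inhibition above a per-plate limit, mean inhibition of low control wells plus 3 SD, cut at about 25% in these data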;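 also: 0% = DMSO wells with enzyme and 100% = wells lacking Arfgap1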
#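 Assay system: Rat Arfgap1 GAP domain (His6, aa 1-136), purified enzyme | Buffer or medium: HEPES 25 mM pH 7.5, NaCl 150 mM, MgCl2, DTT | Schedule: GTP hydrolysis reaction 2 h at 25 °C | Signal: FP of antibody-bound GDP Alexa 633 tracer, ex 620/em 688 nm | Measure: Percent inhibition of Arfgap1-stimulated GTP hydrolysis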
# Tn7 DDE FP: disrupts Tn7 cyclic peptide binding to fibrin D-Dimer-E complex; inhibition, % at 8.3 µM; P02675; AID 720508; actives 0.13% (n = 370,000); FP displacement of FITC-Tn7 peptide from fibrin DD(E); 0% = median of compound wells per plate;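 active = inhibition above the mean of compounds falling within the control limits plus 3 SD of them, cut at about 14% in these data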;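 also: 0% = plate median of compound wells and 100% = 10 µM Aha-Tn7 peptide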
#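 Also added: labelled Tn7 tracer, 0.1 µM; Assay system: human fibrin DD(E) protein; Amount: 2 µM fibrin DD(E); Schedule: 10 min compound pre-incubation, 3 h probe incubation at room temperature; Repeats: one replicate per compound; Read-out basis: percent inhibition; Measured by: fluorescence polarization of the labelled Tn7 tracer.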
# TDP2 inh: TDP2 (human) inhibition, absorbance primary screen | O95551 | recombinant TDP2, T5PNP hydrolysis, p-nitrophenol absorbance 415 nm | inhibition, % at 12.8 µM | actives 0.34% (n = 370,000);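 active = inhibition above the mean of all tested compounds plus 3 SD, set per campaign, cut at about 25% in these data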;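 also: 0% = DMSO with enzyme and 100% = buffer with substrate but no TDP2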
#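 Assay system: Recombinant human TDP2 | Quantity: 120 nM TDP2 per well | Incubation: 2 h at 37 °C | Signal: Epi absorbance | Evaluation: Percent inhibition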
# PLCg1 inh: inhibitors of human phospholipase C gamma1; P19174; purified PLC-gamma1, fluorogenic substrate, fluorescence; inhibition, % at 12.2 µM; actives 0.84% (n = 370,000); AID 720700; in the data active = inhibition above about 9.5%
# proKLK7 act: proKLK7 (human) activation, primary screen | P49862 | purified proKLK7, EDANS-DABCYL substrate fluorescence; 100% is mature enzyme control, 0% vehicle | activation, % at 7 µM | actives 0.9% (n = 370,000) | AID 652039;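 active = activation above the mean of all tested compounds plus 3 SD, computed per campaign excluding outliers beyond control limits, cut at about 13% in these data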
# ADAM17 inh: inhibitors of human ADAM17. recombinant ADAM17, EDANS/DABCYL FRET peptide cleavage. inhibition, % at 6.95 µM. actives 0.83% (n = 370,000). AID 720648;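 active = inhibition above the mean of compounds lying between control limits plus 3 SD, set per campaign, cut at about 8.5% in these data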;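 also: 0% = DMSO-only wells as the low control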
# Target sequence (P78536 215-824 limits assumed): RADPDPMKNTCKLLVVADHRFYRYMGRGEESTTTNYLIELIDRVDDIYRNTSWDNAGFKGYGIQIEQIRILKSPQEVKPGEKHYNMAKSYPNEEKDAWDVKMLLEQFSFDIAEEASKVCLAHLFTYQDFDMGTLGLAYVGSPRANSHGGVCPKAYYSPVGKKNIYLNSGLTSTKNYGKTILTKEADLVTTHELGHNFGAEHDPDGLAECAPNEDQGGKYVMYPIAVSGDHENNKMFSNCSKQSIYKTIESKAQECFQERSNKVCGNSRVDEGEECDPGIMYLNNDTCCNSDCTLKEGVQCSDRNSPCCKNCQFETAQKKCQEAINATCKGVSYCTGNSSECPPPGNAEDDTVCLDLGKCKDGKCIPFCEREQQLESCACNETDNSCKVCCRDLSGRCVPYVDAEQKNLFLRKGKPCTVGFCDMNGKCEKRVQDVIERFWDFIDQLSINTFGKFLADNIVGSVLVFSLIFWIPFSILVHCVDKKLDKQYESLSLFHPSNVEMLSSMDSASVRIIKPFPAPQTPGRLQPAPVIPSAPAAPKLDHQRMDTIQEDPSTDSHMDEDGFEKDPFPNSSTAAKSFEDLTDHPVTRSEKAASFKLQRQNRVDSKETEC
# ADAM10 inh: inhibits human ADAM10; O14672; recombinant ADAM10, EDANS/DABCYL FRET peptide cleavage, 3 h; inhibition, % at 7 µM; actives 0.62% (n = 370,000); AID 720582;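 active = inhibition above a per-campaign cutoff equal to the mean of compounds falling between control-based bounds plus 3 SD, cut at about 20% in these data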;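 also: 0% = DMSO wells while the 100% control is not disclosed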
# LEDGF integ inh: blocks HIV-1 LEDGF/p75-dependent DNA integration; TR-FRET IN-LEDGF/p75 DNA integration, Eu/Cy5; inhibition, % at 3.7 µM; actives 0.64% (n = 370,000); AID 743269;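 active = inhibition above the screen-wide mean plus 3 SD, cut at about 13% in these data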;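 also: signal is the Cy5 over europium emission ratio at 671 and 618 nm; 0% = plate median of compound wells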
# * hit, by the source's call; i = inactive; nt = not tested or not shown. An excerpt (hit frequency here may not be typical).
# The first 13 compounds as a preview:
cpd	compound	Tn7 DDE FP	TDP2 inh	PLCg1 inh	ASAP1 GAP inh	proKLK7 act	ARFGAP1 inh	DDE Tn6 FP inh	LEDGF integ inh	ADAM17 inh	ADAM10 inh
1	CS(=O)(=O)c1ccc(C2=C(CNC(=O)c3cccs3)[C@H]3CC[C@@H](C2)N3CCOc2ccccc2)cc1	3	2	-2	6	0.1	-12	1	-1	-3	-15
2	COCCCNC(=O)c1c(N)n(Cc2ccco2)c2nc3ccccc3nc12	-2	1	i	3	-68	3	-8	0	i	i
3	O=C(C[N+]12CCC(CC1)C(OC(=O)c1ccccc1)C2)c1ccc([N+](=O)[O-])cc1 (stereo not given)	-1	4	-1	3	0.1	1	1	-3	-6	-1
4	COc1cc(O)cc2c1C(=O)OC(C)CCCC(=O)CCC/C=C\2 (stereo not given)	2	-6	2	-2	-0.1	24	4	-2	1	-5
5	N#CCC[C@H]1CC[C@]2(CCCN(Cc3ccccn3)C2)O1	1	-10	-1	nt	-0.9	nt	3	-1	1	0
6	CC(C)C12CN3CCN(CC(C3)C1O)C2 (stereo not given)	-3	-6	5	6	0.0	4	10	1	2	5
7	CN(CCc1ccccc1)Cc1c[nH]c2ccccc12	3	13	2	-14	-0.5	-6	3	0	0	3
8	COC(=O)C1=C(c2ccc(F)cc2OCc2ccccc2)C[C@@H]2CC[C@H]1N2C(=O)NCc1ccco1	0	4	-5	0	-0.1	-3	-3	0	-3	-1
9	COc1cc2c(C(=O)N3CCN(C)CC3)c(C)n(C)c2cc1Br	-2	0	-2	-6	-0.4	-11	-9	-1	-9	-18
10	COC(=O)[C@@H](N)CCCN=C(N)N[N+](=O)[O-]	4	-6	0	-11	0.8	4	3	-5	0	0
11	O=C(O)C1CSC(c2cccnc2)N1 (stereo not given)	-2	6	4	19	0.2	4	-12	2	0	0
12	CCCNc1nc(OC)nc(N2CC3CC(C2)c2cccc(=O)n2C3)n1 (stereo not given)	-7	15	-2	5	-0.9	-7	-1	4	0	2
13	CCOC(=O)[C@]12Cc3ccccc3[C@H]1N(C(C)C)C(=O)c1cc(OC)ccc12	-5	4	1	8	0.0	3	1	-1	-3	-1

# Main list, from the start:
cpd	compound	Tn7 DDE FP	TDP2 inh	PLCg1 inh	ASAP1 GAP inh	proKLK7 act	ARFGAP1 inh	DDE Tn6 FP inh	LEDGF integ inh	ADAM17 inh	ADAM10 inh
1	CS(=O)(=O)c1ccc(C2=C(CNC(=O)c3cccs3)[C@H]3CC[C@@H](C2)N3CCOc2ccccc2)cc1	3	2	-2	6	0.1	-12	1	-1	-3	-15
2	COCCCNC(=O)c1c(N)n(Cc2ccco2)c2nc3ccccc3nc12	-2	1	i	3	-68	3	-8	0	i	i
3	O=C(C[N+]12CCC(CC1)C(OC(=O)c1ccccc1)C2)c1ccc([N+](=O)[O-])cc1 (stereo not given)	-1	4	-1	3	0.1	1	1	-3	-6	-1
4	COc1cc(O)cc2c1C(=O)OC(C)CCCC(=O)CCC/C=C\2 (stereo not given)	2	-6	2	-2	-0.1	24	4	-2	1	-5
5	N#CCC[C@H]1CC[C@]2(CCCN(Cc3ccccn3)C2)O1	1	-10	-1	nt	-0.9	nt	3	-1	1	0
6	CC(C)C12CN3CCN(CC(C3)C1O)C2 (stereo not given)	-3	-6	5	6	0.0	4	10	1	2	5
7	CN(CCc1ccccc1)Cc1c[nH]c2ccccc12	3	13	2	-14	-0.5	-6	3	0	0	3
8	COC(=O)C1=C(c2ccc(F)cc2OCc2ccccc2)C[C@@H]2CC[C@H]1N2C(=O)NCc1ccco1	0	4	-5	0	-0.1	-3	-3	0	-3	-1
9	COc1cc2c(C(=O)N3CCN(C)CC3)c(C)n(C)c2cc1Br	-2	0	-2	-6	-0.4	-11	-9	-1	-9	-18
10	COC(=O)[C@@H](N)CCCN=C(N)N[N+](=O)[O-]	4	-6	0	-11	0.8	4	3	-5	0	0
11	O=C(O)C1CSC(c2cccnc2)N1 (stereo not given)	-2	6	4	19	0.2	4	-12	2	0	0
12	CCCNc1nc(OC)nc(N2CC3CC(C2)c2cccc(=O)n2C3)n1 (stereo not given)	-7	15	-2	5	-0.9	-7	-1	4	0	2
13	CCOC(=O)[C@]12Cc3ccccc3[C@H]1N(C(C)C)C(=O)c1cc(OC)ccc12	-5	4	1	8	0.0	3	1	-1	-3	-1
14	O=C1/C(=C\c2ccc(Cl)cc2Cl)N2CCC1CC2	-1	-6	4	-2	0.0	6	6	1	-1	3
15	CC1(C)CN=C(Nc2nc3ccccc3s2)S1	4	-6	-1	-4	0.6	-3	-2	4	2	6
16	CCC(=NC1CCN(Cc2ccccc2)CC1)c1c(O)[nH]c(=O)[nH]c1=O	4	8	-1	-1	-0.1	-10	-6	0	-1	0
17	C=CCn1c(=O)c(C=Nc2cccc([N+](=O)[O-])c2)c(O)n(CCCC)c1=O	-4	5	0	-4	0.1	6	1	-1	-1	11
18	O=C(O)c1ccccc1N=Nc1c(O)[nH]c(=O)[nH]c1=O	2	-3	0	-10	-0.6	-10	1	-3	-3	-11
19	CC(=CCOc1ccc2ccc(=O)oc2c1)C1=CC(=O)C(C)(C)O1	3	-2	-21	-5	-1.0	2	-2	-3	-26	-95
20	COc1cc(CN2CCCC(C(=O)c3sccc3C)C2)cc(Cl)c1O (stereo not given)	-1	-6	-1	-8	-1.2	9	-3	-10	-5	-8
21	CCCNS(=O)(=O)c1ccc(OCC(=O)N2CCN(Cc3ccc4c(c3)OCO4)CC2)cc1	4	3	-1	-4	0.0	1	2	0	-1	0
22	O=c1c2cc(Br)ccc2[nH]c(=S)n1-c1ccccc1	-5	15	-3	-10	0.2	-2	2	-1	-2	1
23	CCCCCCNc1nc(OC)nc(N2CC3CC(C2)c2cccc(=O)n2C3)n1 (stereo not given)	-2	-9	1	2	0.4	5	-3	-11	-6	-9
24	COCCNC(=O)c1c(NC(=O)c2ccco2)n(Cc2ccccc2)c2nc3ccccc3nc12	6	11	-253	-3	-4.4	0	-4	-2	-398	i
25	O=P(Oc1ccccc1)(Oc1ccccc1)c1ccccc1	0	-20	-1	-5	0.8	4	4	-4	-5	-7
26	O=C(O)C1C2CCC(O2)C1C(=O)Nc1ccc(Cl)cc1 (stereo not given)	0	5	1	-3	0.2	1	5	-2	-4	-7
27	CCOc1ccc(N=Cc2c(O)n(-c3cc(C)cc(C)c3)c(=O)[nH]c2=O)cc1	-6	1	-2	2	-0.2	21	-1	-5	-2	-3
28	CC(C)c1ccc(C(c2c(O)c3ccccc3oc2=O)c2c(O)c3ccccc3oc2=O)cc1	0	-10	-17	-10	0.2	-2	-7	8	9.6*	23*
29	CC(C)=CCSc1nnc([C@@H](N)Cc2c[nH]c3ccccc23)o1	-4	-12	-10	1	1.3	7	-5	-1	-5	-3
30	NC(=O)CN1CCCC1=O	4	4	3	-15	-0.6	6	-9	-2	-3	-7
31	CCOC(=O)CN1C(=O)C2(C(C#N)=C(N)Oc3ccccc32)C(C(=O)OC)=C1C (stereo not given)	12	10	1	1	0.1	-2	-3	-1	-4	3
32	O=C(c1cc2ccccn2n1)N1CCC2(CC1)OCCO2	-4	-6	-3	4	0.3	-13	6	2	-5	-8
33	Cc1ccc(OCCSC2=NN2c2cc(C)nc(N)n2)cc1	4	12	1	-7	-0.7	-19	-2	-5	-4	-6
34	COC1=CC2[C@@H]3Cc4ccc(OC)c(O)c4[C@]2(CCN3C)CC1=O (stereo not given in full)	8	4	-1	0	0.6	4	11	3	-3	-12
35	COc1ccc(-n2cnc3cc(C(=O)N4CCC5(CC4)OCCO5)ccc32)cc1	3	10	-2	16	0.6	1	8	-3	1	-1
36	O=C(c1cccn2c(=O)c3cc(Cl)ccc3nc12)N1CCC2(CC1)OCCO2	7	-3	i	8	14*	9	-1	-1	-175	i
37	CCCCOCCCn1c(N)c(C(=O)OCCOC)c2nc3ccccc3nc21	4	-1	i	16	-9.6	5	-3	1	i	i
38	CON(C)C(=O)Nc1ccc(Cl)cc1	4	8	0	1	-0.9	3	9	-3	0	2
39	CO[C@H]1[C@@H](OC)CC(OC2OC(CO)C(O)C(O)C2O)/C(=C\C#N)[C@@H]1O (stereo not given in full)	7	-1	1	1	0.2	3	0	2	-4	-5
40	COC(=O)C1=C(c2cccc(Cl)c2)C[C@@H]2CC[C@H]1N2C(=O)NCC1CC1	4	0	-3	7	0.0	15	2	-1	-3	-8
41	CCn1cc(C=C2C(=O)N(C)C(=O)N(C)C2=O)c2ccccc21	1	0	0	7	0.4	-17	2	2	-2	-5
42	COc1cc(CN2CCN(C(=O)Cc3ccccc3)CC2)cc(OC)c1OC	-5	12	4	-5	-0.3	-3	-3	4	4	-2
43	CCOc1ccccc1OCC(=O)Nc1ccc(Cl)cc1C(=O)c1ccccc1	-1	-7	3	-6	0.4	4	10	3	6	6
44	c1ccc2c3c([nH]c2c1)C1(CCNCC1)NCC3	0	0	5	3	0.4	-7	10	-3	-2	0
45	O=c1[nH]c(=O)n(Cc2ccccc2Cl)c(O)c1/C=C1/C=CC=N1	-3	1	-4	-9	-2.0	3	5	3	5	9
46	O=[N+]([O-])c1cnc[nH]1	-2	0	2	9	0.6	-2	-1	2	-5	-13
47	CC(=O)N1N=C2C3CCN(CC3)C2C1c1ccc(F)cc1 (stereo not given)	4	11	3	2	-0.1	-11	-4	0	-3	-1
48	COCCCNC(=O)c1c(NC(=O)c2ccccc2)n(Cc2ccccc2)c2nc3ccccc3nc12	1	-4	-18	-10	-0.7	0	6	-3	-21	-63
49	CC12C=CC(=O)C=C1CCC1C2C(O)CC2(C)C1CCC2(C)O (stereo not given)	-3	5	1	8	0.1	5	-2	-1	-5	-9
50	COc1ccccc1/C=C1/C(=N/O)C2CCN1CC2	5	-3	-7	-18	0.6	-5	5	-1	0	-3
51	O=C(NC1CCCCC1)N1Cc2cc(N3CCCCC3)ccc2-n2nncc2C1	4	-14	-6	2	0.2	-3	-2	0	6	4
52	COc1cccc(-n2c(=S)[nH]c3ccccc3c2=O)c1	-6	-6	7	4	-0.8	-11	5	3	4	8
53	C[n+]1c(-c2ccccc2)cc(CCCCc2cc(-c3ccccc3)[n+](C)c(-c3ccccc3)c2)cc1-c1ccccc1	1	2	-7	-8	0.0	7	-4	5	-6	-14
